Vif imaging = HIV Vif self-association inhibitors, primary screen, imaging, HEK293T, single point; HEK293T cells, Vif self-association by quenched fluorescence, 24 h; hit rate 0.35% among 340,000; inhibition, % at 7.49 µM; in the data active = inhibition above about 50%, passing the limit was not always enough; inconclusive = no clear call, values can overlap the other calls; inactive = below about 31%; note: some results filed as inactive read as strong as hits
PDI inh = inhibitors of human PDI, primary screen, biochemical, turbidity, single point, plate reader; Protein disulfide-isomerase (Homo sapiens), P07237; PDI insulin aggregation turbidity, A650, 90 min; inhibition, % at 10 µM; hit rate 0.052% among 350,000; AID 588391, 2011;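 active = mean inhibition across replicates of 30% or more, whatever share of single replicates reach that level; inconclusive = mean inhibition below 30% while every single replicate reaches 30%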;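 note: absorbance from insulin aggregation driven by PDI reduction with DTT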
Target sequence (P07237 whole entry, looked up): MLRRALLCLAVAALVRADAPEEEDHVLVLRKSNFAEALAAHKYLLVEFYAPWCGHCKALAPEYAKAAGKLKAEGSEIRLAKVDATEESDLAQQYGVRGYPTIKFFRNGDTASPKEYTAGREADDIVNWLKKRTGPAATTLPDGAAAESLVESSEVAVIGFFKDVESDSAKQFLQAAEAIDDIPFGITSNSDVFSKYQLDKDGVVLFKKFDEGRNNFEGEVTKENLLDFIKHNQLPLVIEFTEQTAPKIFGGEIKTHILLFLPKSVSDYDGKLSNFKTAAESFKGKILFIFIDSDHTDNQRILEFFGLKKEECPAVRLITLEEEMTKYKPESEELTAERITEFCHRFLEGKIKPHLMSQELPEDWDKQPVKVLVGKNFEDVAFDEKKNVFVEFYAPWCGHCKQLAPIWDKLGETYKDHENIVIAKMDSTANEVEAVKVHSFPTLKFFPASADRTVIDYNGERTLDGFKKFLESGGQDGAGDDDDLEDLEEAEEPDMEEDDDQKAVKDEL
TRPM1 prom inh = inhibitors of MITF-dependent TRPM1 promoter reporter, primary screen, cell-based, SK-MEL-5, single point, luciferase | SK-MEL-5 TRPM1 promoter luciferase, 24 h | inhibition, % at 12.5 µM | hit rate 0.83% among 330,000;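 active = mean inhibition across replicates of 60% or more, whatever share of single replicates reaches that level; inconclusive = some that reach 60%, reason not given; inactive = mean inhibition across replicates below 60%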; note: values of inactives mirror those of a sister screen read the other way
KKLEB cytotox = cytotoxicity in KKLEB CF airway cells, primary screen, cytotoxicity control for CF NF-kB inhibitor project, cell-based, uHTS, fluorescence assay plates; KKLEB CF airway cells viability, ATPlite luminescence, overnight; hits give low values; cells stimulated with P. aeruginosa culture filtrate; activity change (cytotoxicity), % at 5 µM; hit rate 0.36% among 360,000;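 active = corrected activity change at or below -50% at 5 µM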
Peg3 promoter = Peg3 promoter-driven luciferase inhibitors, primary screen, cell-based, HeLa, luciferase luminescence. HeLa PEG-Prom luciferase reporter, overnight. inhibition, % at 20 µM. hit rate 1.7% among 360,000;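 active = inhibition of at least 50% at 20 µM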
HIF-2a block = HIF-2a reporter inhibitors, primary screen, luminescence, 786-0 RCC cells; hit rate 0.72% among 360,000; AID 624352, 2012; inhibition, % at 18.8 µM; 786-0 RCC cells HIF-2a reporter, luciferase luminescence, overnight;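 active = inhibition of the luminescence signal of 40% or more relative to plate controls, in a single-dose primary screen at 18.75 µM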
Shn3 inh set2 = reduction of Shn3 3'UTR firefly luciferase signal, primary screen, Schnurri-3 inhibitor project, cell-based, Clone20 osteoblasts, set 2. Clone20 osteoblast Shn3 3'UTR firefly luciferase, 24 h. hit rate 0.52% among 360,000. inhibition, % at 12.5 µM;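 active = mean inhibition of at least 75% with every replicate also reaching 75%; inconclusive = mean inhibition at least 75% but some replicate below; inactive = mean inhibition below 75%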;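 note: 0% = median of neutral control wells and 100% = pilot-screen positive control compound; some compounds past the cut are filed as inactive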
CaV13 FRET inh = Disruptors of the CACNA1D IQ motif to Ca2+-dependent inactivation inhibitor domain association, primary screening, Förster resonance energy transfer in intact living … | AID 743397 | hit rate 0.098% among 340,000 | HEK cells, CFP/YFP FRET ICDI-IQ, plate reader, 10 min; percent FRET-ratio fall versus neutral wells | inhibition, % at 12.3 µM;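 active = mean replicate inhibition of at least 30% and at least 1% of replicates passing that level; inconclusive = only one of the two criteria is met; inactive = neither criterion is met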;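 note: 0% = median of the neutral control wells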
CF NFkB inh = inhibitors of PAF-induced NF-kB signaling, primary screen, cell-based, GFP fluorescence, uHTS; KKLEB NF-kB-GFP reporter, GFP fluorescence overnight; inhibition, % at 5 µM; AID 588850, 2011; hit rate 0.86% among 360,000;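 active = at least 50% inhibition at 5 µM, scaled per plate between neutral and stimulator controls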;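 note: PAF is a Pseudomonas aeruginosa culture filtrate used as stimulus; plate controls were PAF-stimulated DMSO wells for no effect and unstimulated DMSO wells for full effect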
NR2E3 ag-1 = NR2E3 agonists in two-hybrid cells, primary screen, cell-based, luminescence, CHO-S, Gal4-NCOR/VP16-NR2E3. luciferase. Photoreceptor-specific nuclear receptor (Homo sapiens), Q9Y5X4. hit rate 0.35% among 360,000. inhibition of corepressor binding, % at 3.98 µM. AID 602229, 2012;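 active = inhibition above the mean of all tested compounds plus 3 SD, cut at about 70% in these data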;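 note: 0% = DMSO with NR2E3 transfected cells and 100% = cells lacking NR2E3 construct; higher means lower luciferase signal from less NR2E3 corepressor binding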
Target sequence (Q9Y5X4 whole entry, looked up, the tested form may be a part): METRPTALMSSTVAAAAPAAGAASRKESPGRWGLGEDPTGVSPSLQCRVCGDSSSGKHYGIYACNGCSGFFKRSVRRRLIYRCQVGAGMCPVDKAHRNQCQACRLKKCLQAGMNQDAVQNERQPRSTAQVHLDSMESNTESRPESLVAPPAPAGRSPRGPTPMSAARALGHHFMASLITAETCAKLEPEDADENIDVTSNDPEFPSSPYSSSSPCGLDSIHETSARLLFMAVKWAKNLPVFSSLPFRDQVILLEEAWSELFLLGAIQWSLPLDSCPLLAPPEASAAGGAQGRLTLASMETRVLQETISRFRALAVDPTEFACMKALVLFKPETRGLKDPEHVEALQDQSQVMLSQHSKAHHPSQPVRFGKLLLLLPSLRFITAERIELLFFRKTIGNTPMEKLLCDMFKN
NR2E3 ag-2 = inhibitors of NR2E3-RetCOR corepressor binding, primary screen, NR2E3 agonist project, biochemical, TR-FRET, GST-NR2E3, biotin-RetCOR. 1536-well. inhibition of corepressor binding, % at 4.78 µM. hit rate 0.12% among 320,000. AID 2300, 2010;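 active = percent inhibition above the cutoff of mean plus 3 SD of all tested compounds, set per screening campaign, cut at about 20% in these data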;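 note: 0% = DMSO wells and 100% = biotin wells as full block of FRET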
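Material: NR2E3–RetCOR corepressor complex / Amount: 1.35 nM GST-NR2E3 / Medium: Tris pH 7.5 / Compound: single nominal compound dose of 4.8 µM / Incubation: 5 h at 4 °C / Technique: TR-FRET, Eu(K)-anti-GST donor, streptavidin-D2 acceptor, ex 340, em 617/671 nm / Read-out basis: percent loss of FRET ratio relative to control wells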
* marks the source's active call; other numbers are inactive results; ? = inconclusive; . = no result given.

The first nine entries as a preview:
SMILES	Vif imaging	PDI inh	TRPM1 prom inh	KKLEB cytotox	Peg3 promoter	HIF-2a block	Shn3 inh set2	CaV13 FRET inh	CF NFkB inh	NR2E3 ag-1	NR2E3 ag-2
Cc1ccc(NC(=O)c2noc3c2CCC3)cc1C	1	2	-53	-1	-47	-131	-42	-5	-3	-137	.
CC(O)CNc1nc2ccccc2n1-c1ncnc2sc3c(c12)CCC3 (stereo unspecified)	.	-7	8	-18	19	18	53	-5	24	1	2
O=C1C=C(NNC(=O)c2cccnc2)CC(c2ccco2)C1 (stereo unspecified)	-4	-7	-2	4	3	16	3	-181	-9	-26	-2
CCOc1ccc(S(=O)(=O)N(CC(=O)Nc2cc(C)on2)Cc2ccccc2Cl)cc1	-2	3	-4	1	15	-6	2	.	-11	-10	4
COc1ccc(S(=O)(=O)N2CCCCC2)cc1NC(=O)CCCOc1ccc(C)cc1	-10	-2	7	11	13	4	17	-3	-14	-14	4
NC(=O)c1ccccc1NC(=O)CC12CC3CC(CC(Br)(C3)C1)C2	15	-3	8	1	6	12	9	-3	7	-9	4
Cc1ccc(Cn2c(SCC(=O)N(C)C3CCS(=O)(=O)C3)nc3ccccc3c2=O)cc1 (stereo unspecified)	-3	6	-3	0	8	9	17	-4	-7	5	3
OCC1(CCc2ccccc2)CCN(Cc2c(F)ccc(F)c2F)CC1	-1	7	-9	-12	18	24	1	-18	4	-13	-1
C[C@@H]1CN([C@H](C)CO)C(=O)CCCn2nncc2CO[C@H]1CN(C)C(=O)c1cc(-c2ccccc2)on1	4	-1	.	-5	21	2	3	-5	4	0	.

The list itself, repeating the preview:
SMILES	Vif imaging	PDI inh	TRPM1 prom inh	KKLEB cytotox	Peg3 promoter	HIF-2a block	Shn3 inh set2	CaV13 FRET inh	CF NFkB inh	NR2E3 ag-1	NR2E3 ag-2
Cc1ccc(NC(=O)c2noc3c2CCC3)cc1C	1	2	-53	-1	-47	-131	-42	-5	-3	-137	.
CC(O)CNc1nc2ccccc2n1-c1ncnc2sc3c(c12)CCC3 (stereo unspecified)	.	-7	8	-18	19	18	53	-5	24	1	2
O=C1C=C(NNC(=O)c2cccnc2)CC(c2ccco2)C1 (stereo unspecified)	-4	-7	-2	4	3	16	3	-181	-9	-26	-2
CCOc1ccc(S(=O)(=O)N(CC(=O)Nc2cc(C)on2)Cc2ccccc2Cl)cc1	-2	3	-4	1	15	-6	2	.	-11	-10	4
COc1ccc(S(=O)(=O)N2CCCCC2)cc1NC(=O)CCCOc1ccc(C)cc1	-10	-2	7	11	13	4	17	-3	-14	-14	4
NC(=O)c1ccccc1NC(=O)CC12CC3CC(CC(Br)(C3)C1)C2	15	-3	8	1	6	12	9	-3	7	-9	4
Cc1ccc(Cn2c(SCC(=O)N(C)C3CCS(=O)(=O)C3)nc3ccccc3c2=O)cc1 (stereo unspecified)	-3	6	-3	0	8	9	17	-4	-7	5	3
OCC1(CCc2ccccc2)CCN(Cc2c(F)ccc(F)c2F)CC1	-1	7	-9	-12	18	24	1	-18	4	-13	-1
C[C@@H]1CN([C@H](C)CO)C(=O)CCCn2nncc2CO[C@H]1CN(C)C(=O)c1cc(-c2ccccc2)on1	4	-1	.	-5	21	2	3	-5	4	0	.
COc1cc(OC)c(C(=O)OCC(=O)N2CCN(S(=O)(=O)c3ccc(C)cc3C)CC2)cc1OC	-1	1	.	8	17	10	4	-5	-5	-51	.
Cc1ccccc1NC(=O)CSc1nc2ccccc2c(=O)n1C	-14	13	21	1	13	1	87*	15	-14	25	.
COc1ccccc1N(Cc1cc(=O)[nH]c2ccccc12)C(C)=O	-2	0	6	0	10	17	-21	-3	-3	-24	0
Cc1ccc(C(=O)Nc2ccc3c(c2)OCO3)cc1Cl	-12	-8	-75	-1	-422	-234	-86	-4	-3	-57	-1
CC1=C(C#N)C(NC(=O)c2ccco2)(C(F)(F)F)C(=O)N1 (stereo unspecified)	.	0	4	-4	5	2	20	-7	18	10	5
CCOC(=O)c1ccccc1NC(=O)CN(c1ccccc1OC)S(C)(=O)=O	?	-4	0	8	16	15	-6	-6	-1	-10	0
CC1=CC(C)C(C(=O)O)C(C(=O)Nc2cccnc2)C1 (stereo unspecified)	-1	5	-1	2	6	16	-3	-4	0	-6	4
COCCCNc1nc2c(-c3cccc(C)c3)nnn2c2ccc(Cl)cc12	.	4	-8	2	-12	-275	18	-9	-5	-38	4
CCCCOC(=O)C1=C(N)N2C(=O)C(C)SC2=C(C(=O)OCC)C1c1ccc(O)c(OC)c1 (stereo unspecified)	-1	2	-6	17	2	18	5	-4	-11	-32	2
Cc1ccc([N+](=O)[O-])cc1N(CC(=O)NCC1CCCO1)S(C)(=O)=O (stereo unspecified)	-2	5	6	10	10	12	1	-4	0	-19	-1
NC(=NC(=O)c1ccccc1)C1=C(O)CCC1=O	0	1	-1	7	-24	-9	-15	.	-5	-6	5
O=C(Nc1sc2c(c1C(=O)NC1CC1)CCCCCC2)c1ccco1	.	-7	13	-6	21	-8	-21	-5	-16	-2	1
CC1(C)Cc2ccccc2C(NN=C2CCCC2)=N1	-4	-1	9	-6	-1	4	-7	-3	4	24	1
CCOC(=O)c1ccc(NC(=O)c2c(Cl)cc(C)nc2C)cc1	4	-2	-8	-10	-25	-39	10	-2	10	-10	-1
CC(C)C[C@@H]1NC(=O)[C@H](Cc2ccccc2)N(C)C(=O)[C@H](C)NC(=O)c2ccccc2NC(=O)[C@H](Cc2ccc(O)cc2)N(C)C1=O	?	.	18	-24	52*	-8	45	.	82*	15	-1
CC(C(=O)N1CCc2ccccc21)N1CCN(Cc2ccccc2)CC1 (stereo unspecified)	-2	3	4	-6	10	18	12	-18	7	0	-4
COC(=O)C1=C(C(=O)OC)[C@@H]2N(Cc3ccccc3)c3ccccc3[C@@]23C[C@@H](C(=O)OC)N(C(C)=O)C3=N1	4	0	12	-22	24	9	-2	-11	19	-24	-1
O=C1c2cccc3cccc(c23)C(=O)N1CC1CCN(S(=O)(=O)c2ccccc2)CC1	-2	6	-2	-1	-1	6	21	-16	4	-10	.
CCOC(=O)c1sc(-c2ccccc2)cc1NC(=O)CSc1nnnn1C	-9	8	-12	-10	14	-12	5	.	-2	-27	3
COc1cc2nc(/C=C/c3ccc(N(C)C)cc3)sc2cc1SC	24	1	-6	10	-77	-129	-29	-9	-70	-65	1
CCOCCCN(C(=O)Cn1nnc(-c2ccc(C)o2)n1)C(C(=O)NC1CCCC1)c1ccc(C)o1 (stereo unspecified)	-3	-2	12	2	2	1	-6	-7	17	16	.
N#Cc1ccccc1NC(=O)C(=O)NCC1CCCN1S(=O)(=O)c1cccs1 (stereo unspecified)	6	8	-10	-4	-16	-38	-21	-4	-4	14	-3
COC(=O)c1sc(NC(=S)NC(=O)c2ccccc2)nc1C	4	-3	-4	-4	-258	-229	-42	18	4	-19	-5
CCC(C)NC(=O)c1ccc(-n2c(=S)[nH]c3ccccc3c2=O)cc1 (stereo unspecified)	-7	0	-13	-4	8	19	0	0	4	-26	3
CSc1cccc(NC(=O)c2nnn(Cc3ccccc3)c2N)c1	16	-1	-21	5	-69	-117	5	-5	-19	25	-1
COC(=O)[C@]1(C)N[C@H](c2ccc(SC3CCCCC3)c(OC)c2)[C@@H]2C(=O)N(C)C(=O)[C@@H]21	-4	-16	-6	-3	1	4	0	-2	18	-1	4
O=C(Nc1ccccc1)C1(c2ccccc2)CC1(Cl)Cl (stereo unspecified)	-7	-4	11	-4	-13	-2	5	-6	2	1	1
CCOCCCNCc1cc(Br)ccc1OCC	5	2	-3	1	5	3	2	3	2	4	0
Cc1cccc(C)c1NC(=O)C(c1ccccc1)N1CCC(Cc2ccccc2)CC1 (stereo unspecified)	-2	.	.	-23	20	6	32	.	18	-12	.
O=C(CSc1nc2c([nH]c3ccccc32)c(=O)n1-c1ccccc1)N1CCOCC1	10	-6	-16	-8	15	7	22	-5	-20	0	3
Cc1ccc(C)c(N2CCN(C(=O)Cn3ncn4cccc4c3=O)CC2)c1	-12	.	6	3	20	10	4	-6	2	15	2
CC(C)(C)c1nc2cc(Cl)c([N+](=O)[O-])cc2o1	-1	-1	5	17	15	12	5	-21	6	-12	-2
COc1ccc(C2=NOC(C(=O)NCc3ccco3)C2)cc1 (stereo unspecified)	-2	-2	17	-14	-25	-66	-14	-6	17	-97	1
Cc1ncc([N+](=O)[O-])n1Cc1ccccc1F	0	-1	-3	-6	7	12	-6	0	3	-35	5
COc1ccc(CN2CCN(C(=O)C3CCN(C(=O)Nc4ccccc4)CC3)CC2)cc1OC	-2	11	-2	8	-1	-4	-12	-5	16	-13	.
O=P(CO)(Cc1ccccc1)Cc1ccccc1	7	-5	5	4	-3	20	1	-1	-9	-23	1
CCN(CCO)C(=O)CC(c1ccccc1)c1cc(Br)ccc1O (stereo unspecified)	9	9	8	-1	-2	-2	-12	0	-5	-3	3
COc1ccc(NC(=O)C2CCN(C(=O)[C@@H]3Cc4ccccc4CN3C(=O)OC(C)(C)C)CC2)cc1	3	-4	-5	7	-29	-31	-17	-3	-6	-8	-2
CSCC[C@H](NC(=O)N1CCn2c1nc1ccccc12)C(=O)NC1CC1	5	-7	-5	-1	-2	13	3	-14	15	9	0

High-throughput results deposited in PubChem BioAssay by several laboratories.
